Assay outcomes deposited in PubChem by The Scripps Research Institute Molecular Screening Center.
S1P1 agonist – activates the human S1P1 receptor; P21453; S1P1 agonist cell-based reporter assay; activation, % at 4.5 µM; hit rate 1.5% among 16,000; AID 1044; in the data active = activation above about 80%
Target sequence (P21453 whole entry, looked up): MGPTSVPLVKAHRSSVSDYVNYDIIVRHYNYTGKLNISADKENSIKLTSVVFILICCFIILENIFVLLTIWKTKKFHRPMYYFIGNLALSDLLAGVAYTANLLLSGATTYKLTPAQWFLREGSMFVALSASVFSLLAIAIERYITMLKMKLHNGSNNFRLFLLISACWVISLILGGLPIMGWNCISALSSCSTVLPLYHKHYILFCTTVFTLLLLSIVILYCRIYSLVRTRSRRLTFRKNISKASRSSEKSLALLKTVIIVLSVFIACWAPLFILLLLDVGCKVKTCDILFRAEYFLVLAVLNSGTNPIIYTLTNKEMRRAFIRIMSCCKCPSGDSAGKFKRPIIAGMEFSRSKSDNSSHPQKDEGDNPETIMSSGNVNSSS
Luminol counter – counter-screen for Nox1 inhibitors: inhibitors of luminol chemiluminescence. HRP/luminol/H2O2 chemiluminescence counterscreen. inhibition, % at 6.7 µM. hit rate 0.4% among 16,000. AID 1823; note: reference of the scale not given here
rat GALR2 ag – GALR2 (rat) receptor agonism. activation, % at 10 µM. hit rate 0.5% among 16,000. cell-based GALR2 agonist screen. O08726; in the data active = activation above about 15%
NOTCH agonist – agonists of NOTCH signaling; NOTCH signaling luciferase reporter cells, luminescence; activation, % at 2.5 µM; hit rate 0.4% among 15,000; AID 434982; in the data active = activation above about 2.2%
PME-1 Maybr inh – Maybridge compound blocking human PME-1; Q9Y570; recombinant PME-1, FP-Rh probe fluorescence polarization; inhibition, % at 9 µM; hit rate 0.5% among 16,000; in the data active = inhibition above about 30%
Target sequence (Q9Y570 whole entry, looked up): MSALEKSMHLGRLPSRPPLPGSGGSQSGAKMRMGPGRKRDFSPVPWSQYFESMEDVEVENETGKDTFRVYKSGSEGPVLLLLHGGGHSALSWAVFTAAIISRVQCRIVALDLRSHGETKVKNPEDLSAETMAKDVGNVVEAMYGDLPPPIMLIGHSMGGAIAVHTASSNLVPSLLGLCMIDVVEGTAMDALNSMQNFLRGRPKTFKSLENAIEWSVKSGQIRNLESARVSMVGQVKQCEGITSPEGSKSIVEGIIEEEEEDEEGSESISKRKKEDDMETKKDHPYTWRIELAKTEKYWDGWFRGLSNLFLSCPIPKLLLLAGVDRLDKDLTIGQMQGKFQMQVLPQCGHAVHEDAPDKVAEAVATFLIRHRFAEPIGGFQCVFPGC
TLR4-MyD88 inh – TLR4-MyD88 interaction inhibition | Cell-based TLR4-MyD88 binding inhibition assay | inhibition, % at 10 µM | hit rate 0.06% among 16,000 | AID 811; in the data active = inhibition above about 45%
KOR antag MB – OPRK1 (human) antagonism, Maybridge screen | P41145 | OPRK1 cells, antagonist mode, fluorescence readout | inhibition, % at 9 µM | hit rate 0.4% among 16,000; in the data active = inhibition above about 50%
Nox1 inhibitor – inhibitors of human NADPH oxidase 1 (Nox1) | HT29 cells, luminol chemiluminescence ROS | Q9Y5S8 | inhibition, % at 6.7 µM | hit rate 0.81% among 16,000
* hit, by the source's call; / = not tested or not shown. Cut-off read from the data, not from the text of the source, unless noted: active = inhibition above about 75%; inactive = the rest.

Compound	S1P1 agonist	Luminol counter	rat GALR2 ag	NOTCH agonist	PME-1 Maybr inh	TLR4-MyD88 inh	KOR antag MB	Nox1 inhibitor
CCOC(=O)N/N=C(/CN1C(=O)c2ccccc2C1=O)c1ccc(C(F)(F)F)cc1	-16	-2	-3	0.0	3	3	7	9
O=C(/C=C/Sc1nc2ccccc2o1)c1ccc(F)cc1	-13	4	-15	-0.1	-9	8	-77	-32
O=C(OCc1cc2c(cc1[N+](=O)[O-])OCO2)C1c2ccccc2Oc2ccccc21	0	-5	-6	-5.7	-2	-3	13	2
Cc1noc(C)c1S(=O)(=O)NNC(=O)Nc1ccc(Cl)cc1	3	4	-4	-0.2	7	-1	-8	18
Cc1nnsc1C(=O)Nc1ccc(-n2nc(C(F)(F)F)cc2-c2cccs2)cc1	24	-1	-8	-0.9	-97	-1	-3	11
O=[N+]([O-])c1ccc(N2CCC(n3cccc3)CC2)cc1	4	7	-1	/	1	1	-4	-12
N/C(=N\OS(=O)(=O)c1ccc(C(F)(F)F)cc1)C1CSCCS1 (stereo unspecified)	6	5	-8	-0.7	-1	-2	-1	-14
Cc1nc(-c2cnccn2)ncc1S(=O)(=O)c1ccc(Cl)cc1	5	-5	-3	-0.6	5	14	-20	17
COC(=O)c1ccc(CSc2ncccn2)cc1	9	2	-6	-0.6	2	-2	-4	-15
CC(=NCc1ccc2c(c1)OCO2)c1ccccc1O	5	-8	-6	2.4*	6	-8	16	5
CC(=O)/C=C(/NCCN/C(=C/C(C)=O)c1ccccc1)c1ccccc1	-2	15	-6	0.7	1	3	-4	12
NS(=O)(=O)c1ccc(NC(=O)Nc2cc(Cl)cc(Cl)c2)cc1	10	5	2	-0.5	-223	-10	23	-39
N#C/C(=C\c1cccnc1)c1ccccn1	15	2	-7	-0.3	-3	6	25	-38
COC(=O)c1cc2cc(Br)ccc2c(Br)c1OC	-24	-3	-10	-0.5	-1	-9	-6	-3
Cc1ccc(C(=O)Nc2ccccc2N2CCCCC2)cc1	-34	3	-4	-1.1	-3	5	-20	-51
O=C(NNC(=S)NCc1ccco1)C(F)(F)F	-12	1	-5	0.1	3	0	-9	38
COc1ccc(-c2[nH]ncc2/C=N/NC(=O)c2cccc([N+](=O)[O-])c2)cc1	14	-2	-6	-0.7	-5	-9	-9	-28
O=S(=O)(CCN1C=CC(C(F)(F)F)=NCC1)c1ccc(Cl)cc1Cl	-1	2	-3	-0.6	-1	1	6	-48
N#C/C(=C\c1ccc2c(c1)OCO2)C(=O)c1ccco1	-7	1	5	-0.2	-5	-21	8	-89
Cc1ccc(NC(=O)Nc2ccc(OCc3ccccc3)cc2)cc1NS(C)(=O)=O	88*	-16	-6	/	4	-13	-5	16
CN1CCN(Cc2cn[nH]c2-c2ccc(F)cc2)CC1	-17	-5	-7	-0.3	4	-2	7	21
N#CC1=C(N)C(C#N)(C#N)C2(CCCC2)C2CCC=C12 (stereo unspecified)	16	9	-6	-0.3	10	0	6	-14
Cc1c(/C=N/Nc2ccc([N+](=O)[O-])cc2)sc2ccc(Cl)cc12	-20	1	-5	-0.7	-8	-7	5	-39
CC(=O)Nc1onc(C)c1-c1nc(-c2ccc(Cl)cc2Cl)cs1	-4	4	-6	-1.2	-37	6	50*	-29
N#CC(C#N)=c1ccc(=C(C#N)C#N)cc1	-10	-2	-4	0.0	-1	-3	12	-57

Single records, from the list above. Order of screens: S1P1 agonist, Luminol counter, rat GALR2 ag, NOTCH agonist, PME-1 Maybr inh, TLR4-MyD88 inh, KOR antag MB, Nox1 inhibitor
Entry for Cc1ccc(C(=O)Nc2ccccc2N2CCCCC2)cc1 = -34, 3, -4, -1.1, -3, 5, -20, -51
Entry for O=[N+]([O-])c1ccc(N2CCC(n3cccc3)CC2)cc1 = 4, 7, -1, /, 1, 1, -4, -12
Entry for N/C(=N\OS(=O)(=O)c1ccc(C(F)(F)F)cc1)C1CSCCS1 (stereo unspecified) = 6, 5, -8, -0.7, -1, -2, -1, -14

(cont.)
Compound	S1P1 agonist	Luminol counter	rat GALR2 ag	NOTCH agonist	PME-1 Maybr inh	TLR4-MyD88 inh	KOR antag MB	Nox1 inhibitor
Cc1c(S(=O)(=O)c2ccc(Cl)cc2)cnc2cc(C3CC3)nn12	-22	-3	-8	-0.8	3	-5	14	-13
CCOC(=O)c1cnn(C)c1N	5	3	-7	-0.1	-4	/	-10	-38
N/C(=N\OC(=O)c1ccc2ncsc2c1)c1ccc(Cl)cc1Cl	69	-1	-5	-0.1	-10	5	17	-19
Cc1noc(C(F)(F)F)c1C(=O)O	-11	-2	-6	-1.1	-1	-12	-15	-12
C(=C\CSc1ccccn1)/CSc1ccccn1	8	1	-9	-0.1	2	7	9	-31
Cc1c(S(=O)(=O)c2ccc(Cl)cc2)csc1C(=O)NCc1ccco1	21	-1	-6	-0.9	-2	9	-5	-18
Fc1ccc(Oc2ccc3nnc(-c4ccccc4)n3n2)cc1	-13	-1	2	-0.6	4	-1	-28	-29
Cc1ccc(S(C)(=O)=NC(=O)NC(=O)c2c(F)cccc2Cl)cc1 (stereo unspecified)	6	2	-6	-0.8	-2	/	-1	-34
O=S(=O)(NCc1csc2ccc(Cl)cc12)c1cc(S(=O)(=O)c2ccccc2)cs1	38	0	-6	-0.7	-57	5	-14	7
CC(=O)Oc1cn(C(C)=O)c2ccccc12	-17	-3	-3	-0.5	4	6	15	48
S=c1[nH]nc(-c2ccncc2)n1Cc1ccccc1	-5	1	-9	-0.7	-1	-9	3	-9
CCCc1c(C(=O)O)cnn1-c1ccc(Cl)cc1	-22	0	-5	-0.2	3	-4	-6	-30
CCCCc1c(C)nc(C2CC2)[nH]c1=O	-10	1	-5	-0.2	-3	-5	12	-56
COC(=O)c1sc2ccccc2c1OC(=O)c1cccnc1Oc1ccccc1	-11	4	-12	0.0	-4	7	14	12
O=C(CCc1nc(-c2ccc(Cl)cc2)no1)NNC(=S)NCC1CCCO1 (stereo unspecified)	0	10	-5	-0.2	0	4	-17	-45
CCOC(=O)c1cnc(C(F)(F)F)nc1NNC(=O)c1ccno1	-7	-2	-5	-0.6	5	-3	5	10
CN(NC(=O)c1ccncc1Cl)c1cnc2ccccc2n1	-2	0	-8	/	1	-1	-16	-29
O=C(COc1ccccc1OC(=O)c1ccc(Cl)cc1)NCc1ccccc1Cl	-1	3	-8	-0.2	3	4	-24	-43
NNC(=O)c1cc(Br)c[nH]1	-7	6	-11	/	2	5	11	2
NC(=S)c1ccc([N+](=O)[O-])s1	-19	23	-6	-0.4	9	-4	19	37
CCCOc1ccccc1/C=N/NC(=S)Nc1cccc(F)c1	-27	-16	-5	-0.2	-5	9	10	2
CN1CC2CCC1C[C@H](NC(=O)c1ccccc1)C2 (stereo partly specified)	-1	2	-8	/	-1	-5	1	-15
N#C/C(=C\c1cccs1)c1csc2ccc(Cl)cc12	20	0	-8	-0.3	-10	2	3	-12
O=[N+]([O-])c1cccnc1NCCc1ccccn1	-10	7	-2	-0.3	-1	3	23	-43
Cc1c(-c2cnc(NC(=O)c3ccccc3)s2)sc2ccc(Cl)cc12	7	-9	-6	/	-9	3	6	10

Additional compounds.
Compound	S1P1 agonist	Luminol counter	rat GALR2 ag	NOTCH agonist	PME-1 Maybr inh	TLR4-MyD88 inh	KOR antag MB	Nox1 inhibitor
COc1cc(-c2n[nH]c(=S)n2-c2ccccc2Cl)cc(OC)c1OC	-26	95*	-3	0.3	1	-7	3	-8
C(=NC1CC1)c1ccc(-c2ccccc2)cc1	0	1	-7	-0.3	-1	5	3	-74
O=C(NCCO)NCCSc1ccc(F)cc1	-13	-2	-5	-0.7	-3	2	6	-24
CCn1nc(C)c(Br)c1C(=O)NNC(=O)c1ncc(C(F)(F)F)cc1Cl	2	0	-7	-0.5	-5	-3	6	-47
COc1cccc(Cc2nnc(-c3ccc4nsnc4c3)o2)c1	-7	3	-4	-0.9	-3	-2	17	-30
COC(CNC(=O)C(=O)Nc1nnc(C(F)(F)F)s1)OC	0	1	-7	-0.7	0	7	19	-51
COc1ccc(CCNC(=O)c2ccccc2)cc1OC	-7	-2	-6	-0.1	1	-1	2	2
c1ccc(COC(CNC2CCCCC2)CNC2CCCCC2)cc1	1	2	-7	-0.6	-5	-3	22	-11
CCOC(=O)C(=CNCCNc1ncccc1C(F)(F)F)C(=O)OCC	-2	-3	-1	-0.4	1	2	-1	-11
COc1ccc(CC(=O)NNC(=S)Nc2ccccc2)cc1	-14	4	-5	0.2	-1	-5	-5	17
N#C/C(=C\c1ccc(OC(=O)c2cccs2)cc1)c1ccccn1	-4	-50	-5	0.0	4	1	3	-20
CC1(C)/C(=C\CC(=O)O)C2CCC1C2 (stereo unspecified)	-4	3	-8	1.0	-1	1	2	-11
COC(=O)c1cscc1NC=C(C#N)C#N	-3	-2	-5	-0.4	0	10	6	-23
N#Cc1ccc(N2CCN(S(=O)(=O)c3ccccc3)CC2)nc1	-4	-1	-6	3.4*	6	-5	-11	-7
CCOC(=O)C1=C(C)NC(=O)CC1	-14	-2	-7	-0.8	-2	-3	11	-4
N#Cc1c(NCc2cccnc2)ccc([N+](=O)[O-])c1NCc1cccnc1	-13	7	-8	-2.5	4	2	-3	-24
O=C1CCC(=O)N1CN1CCC(CCCC2CCN(CN3C(=O)CCC3=O)CC2)CC1	6	3	-5	0.0	0	4	14	-38
CCOC(=O)c1cnn(C(=O)Cc2ccsc2)c1N	-4	-2	-11	-0.4	-2	-4	-2	0
O=C(CSC1=NCCS1)NCCSCc1ccco1	-10	0	-6	-0.6	-2	-2	-18	-26
COc1cccc2onc(N)c12	-1	-1	-8	-0.2	18	4	11	-63
N#Cc1ccc(-c2c(NC(=O)NS(=O)(=O)c3ccccc3Cl)oc(-c3ccco3)c2C#N)cc1	20	-2	0	-0.6	-14	/	16	-37
CCOC(=O)c1ccc2[nH]c(-c3ccccc3)cc(=O)c2c1	-11	-3	-4	-0.2	-3	-5	29	-42
Cc1cc(C)c2c(c1)sc1c(C)c(C)ccc12	12	-4	-8	-0.9	5	1	13	13
Cc1nnsc1C(=O)O/N=C/c1ccccc1OC(F)(F)F	4	-3	-4	-0.7	2	-6	6	-12
COC(=O)c1ccccc1CSc1nccc(C(F)(F)F)n1	11	0	-7	-0.4	4	7	0	-41

Three compounds picked at random from those above, as already listed:
Compound	S1P1 agonist	Luminol counter	rat GALR2 ag	NOTCH agonist	PME-1 Maybr inh	TLR4-MyD88 inh	KOR antag MB	Nox1 inhibitor
CCOC(=O)c1cnn(C(=O)Cc2ccsc2)c1N	-4	-2	-11	-0.4	-2	-4	-2	0
CC1(C)/C(=C\CC(=O)O)C2CCC1C2 (stereo unspecified)	-4	3	-8	1.0	-1	1	2	-11
C(=NC1CC1)c1ccc(-c2ccccc2)cc1	0	1	-7	-0.3	-1	5	3	-74

The results go on:
Compound	S1P1 agonist	Luminol counter	rat GALR2 ag	NOTCH agonist	PME-1 Maybr inh	TLR4-MyD88 inh	KOR antag MB	Nox1 inhibitor
Nc1nc(-c2cc(-c3ccccc3)no2)cs1	9	0	-5	0.6	-6	-2	-2	14
CCC(=O)Nc1ccc2c(c1)N(CC)C(C)(C)CC2C (stereo unspecified)	-32	-17	-4	-0.7	5	-9	-9	93*
O=C(c1ccc(F)cc1)C1CCN(Cc2cnc(-c3ccccc3)[nH]2)CC1	8	-4	-6	-0.8	3	-2	-6	-9
CCC1(C)N=NC(C)(CC)C1O (stereo unspecified)	-5	2	-6	-0.3	-3	7	-6	-67
CCOC(=O)CSc1nc2ccccc2s1	-9	1	-7	0.6	-2	-3	-7	-11
Cc1ccc2nc(NCc3ccco3)c(C=NCc3ccco3)c(=O)n2c1	-8	-3	-6	-0.3	3	10	-1	-39
CCOC(=O)/C(C#N)=C/Nc1ccccc1Cl	-14	-6	-4	-0.4	4	-3	-10	12
Cc1cc(C)c(CN)cc1CN	-6	-1	-6	-0.7	0	-9	-8	-29
O=C(NNc1c([N+](=O)[O-])cc(C(F)(F)F)cc1[N+](=O)[O-])c1ccccc1-n1cccc1	109*	-9	-9	-0.7	-8	-3	-39	102*
CCOC(=O)NN=C1CCCC1	-19	-5	1	-1.1	4	2	8	-8
S=C(NCCc1ccccc1)N/N=C/c1c(-c2ccc(Cl)cc2)[nH]c2ccccc12	2	1	-4	-0.6	24	-2	-13	-24
Cc1ccc(C)n1N1C(=O)c2ccccc2C1=O	-8	2	-2	0.3	-1	-1	7	-65
CSC(=S)Nc1ccc(F)cc1F	-4	4	-7	-0.8	-2	-2	12	-17
CC(C)(C#Cc1cncnc1)OC(=O)Nc1ccc(Cl)cc1	-5	3	-4	-0.4	-2	-1	1	-11
N#Cc1c(F)cccc1NC(=O)c1ccc(Cl)cc1	-18	-2	-8	-0.4	-1	-2	-10	-10
CC(=O)c1cc2c(s1)-c1cc(F)ccc1OC2	-1	-7	-3	0.2	0	1	-2	12
N#C/C(=C\c1ccc([N+](=O)[O-])cc1)C(=O)Nc1ccc(F)c(F)c1F	1	4	-5	-0.5	0	-5	6	-9
